VEEV TC-83 Vero = inhibitors of VEEV TC-83 cytopathic effect, confirmation, Vero cells (AID 588727) | Vero cells, VEEV TC-83 cytopathic effect inhibition; higher % means a stronger effect | 0.13% of 350,000 active | inhibition, % at 20 µM, or IC50 in µM where a hit was titrated; in the data active means a potency from the dose series; inconclusive means inhibition mostly from about 14% at the one dose, without a potency; inactive means the rest, 99 in 100 with inhibition below about 12%; further: strong numbers were not always called active
influenza NS1A = H1N1 influenza NS1A inhibitors, functional cell based assay (AID 504329). NS1A functional cell-based assay, percent inhibition; higher % means a stronger effect. one-dose inhibition, % at 12.5 µM; IC50 in µM for titrated hits. 0.3% of 340,000 active; in the data active means a potency from the dose series; inconclusive means inhibition above about 27% without an active follow-up result; further: strong numbers were not always called active
M. tuberculosis HTS = M. tuberculosis growth inhibition, HTS (AID 449762). M. tuberculosis H37Rv growth inhibition, 7H9 media; higher % means a stronger effect. 0.59% of 330,000 active. inhibition, % at 25 µM, or IC50 in µM where a hit was titrated; in the data active means a potency from the dose series; inconclusive means inhibition above about 70% without an active follow-up result;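 further: bacterial growth assessed after seven days of incubation; strong numbers were not always called active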
M. tuberculosis = growth inhibition of non-replicating M. tuberculosis (AID 488890); 0.39% of 320,000 active; inhibition, % at 25 µM, or IC50 in µM where a hit was titrated; Mycobacterium tuberculosis non-replicating, growth inhibition; higher % means a stronger effect; in the data active means a potency from the dose series; inconclusive means inhibition mostly from about 82% at the one dose, without a potency; inactive means the rest, 99 in 100 with inhibition below about 76%;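 further: plate controls were DMSO cells for no effect and high antibiotic wells for full effect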
PhoP GFP inhibition = PhoP regulon inhibitors, Salmonella typhi PhoP promoter GFP reporter, confirmatory (AID 1850); Salmonella Typhi PhoP-promoter GFP reporter, fluorescence, 4 h; higher % means a stronger effect; 0.33% of 310,000 active; one-dose inhibition, % at 50 µM; IC50 in µM for titrated hits; in the data active means a potency from the dose series; inconclusive means inhibition mostly from about 25% at the one dose, without a potency; inactive means the rest, 99 in 100 with inhibition below about 19%;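 further: 0% = induced wells with vehicle and 100% = uninduced wells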
VEEV TC-83 Vero 10K pilot screen = second read-out of VEEV TC-83 Vero, no call of its own (marks repeat the call); inhibition, %; measured here: 10K pilot screen inhibition
* hit, by the source's call; i = inactive; ? = inconclusive; . = not tested or not shown. Rows were taken by chance; overall some 1.6% were active at least once.

SMILES | VEEV TC-83 Vero | influenza NS1A | M. tuberculosis HTS | M. tuberculosis | PhoP GFP inhibition | others
CN(Cc1nc2ccccc2[nH]1)C(=O)C1CCC(=O)N(C2CCCC2)C1 (stereo unspecified) | i | 16% | 9% | 16% | -4%
CC1CCCN(c2ccc(/C=C(\C#N)c3nn(-c4ccccc4)c(N)c3C#N)cc2[N+](=O)[O-])C1 (stereo unspecified) | i | 17% | 10% | 8% | -5% | VEEV TC-83 Vero 10K pilot screen=4.9
CCCNc1nc(C)cc(-c2cc(C(=O)NC3CCCC3)on2)n1 | i | 12% | 9% | 29% | 5%
CCN(CC)c1ccc(/C=N/Nc2cccc(C)c2)c(O)c1 | 1.3% | 1% | 2% | 12% | 6%
COc1ccc(-c2noc(CN(C(=O)c3ccoc3C)C(C)C)n2)cc1 | 1.2% | -6% | 2% | -5% | -16%
O=C(O)CSc1nnc(NC(=O)CN2CCOCC2)s1 | 0.1% | -17% | 1% | -7% | 4%
CN(CC(=O)Nc1ccc(Cl)c(C(F)(F)F)c1)C(=O)C1CCN(C(=O)c2ccc(Cl)cc2)CC1 | 4.2% | 2% | . | . | .
Cc1cccc(N(Cc2ccccc2)C(=O)CN2C(=O)NC3(CCCC3)C2=O)c1 | i | -6% | -4% | 22% | .
COCCn1c(SCC(=O)NCc2ccco2)nnc1-c1c[nH]c2ccccc12 | 1.3% | -3% | 0% | 3% | 2%
Cc1c(Cl)cccc1NC(=O)c1cc(C2CC2)on1 | 11% | -3% | ? | . | -7%
COc1ccc2c(c1)nc(SCC(C)O)n2C (stereo unspecified) | 1.2% | 1% | 6% | 10% | 3%
O=C(CNc1ccccc1)N/N=C/c1ccc2c(c1)OCCO2 | 0.2% | 30% | -1% | 11% | 0%
O=C(COC(=O)/C=C/c1ccc2c(c1)OCO2)Nc1ccc(S(=O)(=O)N2CCCC2)cc1 | 2.0% | -1% | 0% | -7% | -8%
NC(=O)CSc1nnc2ccc(-c3ccc(Cl)cc3)nn12 | 0.5% | 5% | -4% | -2% | -2%
CN(C)C(CNC(=O)c1coc2ccccc2c1=O)c1ccccc1 (stereo unspecified) | 0.8% | 3% | 9% | 49% | -9%
CC(=O)c1ccc(N=Cc2c(O)n(-c3cc(Cl)ccc3N3CCOCC3)c(=O)c3ccccc23)cc1 | 5.7% | 8% | 57% | 70% | -6%
COc1ccc2c(c1)nc(SCC(=O)C(C)(C)C)n2C | i | -4% | 0% | . | -2%
Cc1cccc(NC(=O)CSc2nc3nc(C)cc(C)c3c(=O)[nH]2)c1 | 0.9% | 4% | 1% | 7% | 6%
O=c1c2ccccc2nc(-c2ccccc2)n1-c1ccccn1 | 0.3% | 2% | 3% | 2% | -15%
COc1ccc(CNC(=O)CSc2cccc3cccnc23)cc1 | 0.1% | -1% | 5% | -7% | 4%
O=C(O)/C(=C\c1ccc(Br)cc1)c1ccc(S(=O)(=O)N2CCCCC2)s1 | 0.1% | -2% | 1% | 4% | 5%
COC(=O)Cc1cc(=O)oc2c(C)c(O)ccc12 | i | -9% | 3% | 18% | -13%
COc1ccc(-c2cc(C(=O)NC(Cc3c[nH]c4ccccc34)C(=O)O)c(C)o2)cc1OC (stereo unspecified) | 1.0% | 4% | -4% | -13% | 1%
O=C(NC1CCCCC1)C1CCC(CNS(=O)(=O)c2cccc3nsnc23)CC1 (stereo unspecified) | i | -2% | -11% | -19% | -3%
Cc1cc2c(=O)n(CC(=O)N3CCN(c4ccc(F)cc4)CC3)cnc2s1 | 1.9% | 0% | -9% | 27% | 1%

Seven consecutive compounds out of the list so far, for reference:
SMILES | VEEV TC-83 Vero | influenza NS1A | M. tuberculosis HTS | M. tuberculosis | PhoP GFP inhibition | others
CN(Cc1nc2ccccc2[nH]1)C(=O)C1CCC(=O)N(C2CCCC2)C1 (stereo unspecified) | i | 16% | 9% | 16% | -4%
CC1CCCN(c2ccc(/C=C(\C#N)c3nn(-c4ccccc4)c(N)c3C#N)cc2[N+](=O)[O-])C1 (stereo unspecified) | i | 17% | 10% | 8% | -5% | VEEV TC-83 Vero 10K pilot screen=4.9
CCCNc1nc(C)cc(-c2cc(C(=O)NC3CCCC3)on2)n1 | i | 12% | 9% | 29% | 5%
CCN(CC)c1ccc(/C=N/Nc2cccc(C)c2)c(O)c1 | 1.3% | 1% | 2% | 12% | 6%
COc1ccc(-c2noc(CN(C(=O)c3ccoc3C)C(C)C)n2)cc1 | 1.2% | -6% | 2% | -5% | -16%
O=C(O)CSc1nnc(NC(=O)CN2CCOCC2)s1 | 0.1% | -17% | 1% | -7% | 4%
CN(CC(=O)Nc1ccc(Cl)c(C(F)(F)F)c1)C(=O)C1CCN(C(=O)c2ccc(Cl)cc2)CC1 | 4.2% | 2% | . | . | .

The listing picks up with the 2 entries that preceded the break.
SMILES | VEEV TC-83 Vero | influenza NS1A | M. tuberculosis HTS | M. tuberculosis | PhoP GFP inhibition | others
O=C(NC1CCCCC1)C1CCC(CNS(=O)(=O)c2cccc3nsnc23)CC1 (stereo unspecified) | i | -2% | -11% | -19% | -3%
Cc1cc2c(=O)n(CC(=O)N3CCN(c4ccc(F)cc4)CC3)cnc2s1 | 1.9% | 0% | -9% | 27% | 1%
COc1ccc(S(=O)(=O)Cc2ccc(C(=O)N3CCN(c4ccccn4)CC3)o2)cc1 | 7.0% | -2% | -1% | 17% | -19%
Cn1c(C(=O)N2CCCC(C(=O)NCCCSC3CCCCC3)C2)cc2sccc21 (stereo unspecified) | i | 4% | 67% | 39% | -4%
CC1=NCCN1S(=O)(=O)c1cc([N+](=O)[O-])ccc1Cl | 0.7% | 5% | -2% | -15% | 7%
COc1ccc(N(C(=O)c2ccco2)C(C(=O)NC2CCCC2)c2ccc(C)cc2)c(OC)c1 (stereo unspecified) | 1.4% | 12% | . | . | .
O=C(CSc1nncn1-c1cccnc1)Nc1ccccc1[N+](=O)[O-] | i | 1% | -2% | -8% | 12%
CCCCCC1=CCC/C1=N\NC(=O)c1ccc2c(c1)OCO2 | i | -8% | -7% | 59% | 1%
O=C(c1ccc(-c2ccccc2Cl)s1)N1CCOCC1 | 3.6% | -14% | -2% | 7% | -6%
COc1cc2nc(CN3CCN(S(=O)(=O)c4ccccc4)CC3)[nH]c(=O)c2cc1OC | 7.8% | -10% | . | . | .
CSc1ccccc1C(=O)C1CCCN(Cc2cnn(-c3ccccc3)c2)C1 (stereo unspecified) | 0.5% | 13% | 10% | 24% | -2%
CCC(C)(C)n1nnnc1C(c1ccccn1)N1CCOCC1 (stereo unspecified) | 1.4% | -3% | -9% | -34% | 2%
Brc1csc(/C=N/Nc2nc3ccccc3s2)c1 | 2.9% | -3% | ? | 12% | 18%
CCC1=NN2C(=N)/C(=C\c3cccn3-c3ccc(Cl)cc3)C(=O)N=C2S1 | 1.7% | 0% | 2% | 75% | -5%
O=C(CN(Cc1ccccc1)C(=O)c1csnn1)NCc1ccccc1 | 1.9% | -1% | -8% | -18% | -5%
Cc1nnc(SCC(=O)Nc2ccccc2)[nH]c1=O | 0.7% | 6% | -5% | 0% | -9%
O=C(CN1CCCC1)Nc1ccc(Br)cc1[N+](=O)[O-] | 0.1% | 9% | 10% | 22% | -8%
O=C(Nc1ncc(Cc2cccc(C(F)(F)F)c2)s1)C1CCCO1 (stereo unspecified) | 1.1% | -16% | 9% | 47% | 12%
CC(C)(C)OC(=O)N1CCCC(C(=O)CC#N)C1 (stereo unspecified) | 1.2% | 10% | 1% | 15% | 1%
COc1ccccc1N(Cc1ccccc1)S(=O)(=O)c1cccc(C(=O)NC2CC(C)(C)NC(C)(C)C2)c1 | 5.2% | 4% | 39% | 52% | 8%
C/C=C\C=C\C(=O)N1CC2(CC(c3cccc(NC(=O)CC)c3)=NO2)C[C@H]1C(N)=O (stereo partly specified) | 0.8% | 7% | -2% | -9% | -7%
CCCNC(=O)C1CC2Cn3c(nc4ccccc43)C2N1C (stereo unspecified) | 0.1% | -8% | -5% | -32% | -5%
COc1ccc(/C=N/Nc2nc3ccccc3o2)cc1O | 9.4% | -1% | -3% | 11% | -11%
COc1ccccc1NC(=O)CN1C(=O)COc2ccc(C)cc21 | 3.2% | 3% | 6% | 14% | 4%
COc1cc(/C=C/CO)cc(OC)c1OC/C=C(\C)CCC=C(C)C | 4.8% | -4% | -4% | -5% | 9%
CN1CCc2c(sc(NC(=O)Cc3ccc(F)cc3)c2C(N)=O)C1 | 2.1% | -4% | 6% | 6% | 17%
O=C(CS(=O)c1cccc(C(F)(F)F)c1)Nc1ccc(Cl)cc1Cl (stereo unspecified) | i | -5% | 19% | 18% | -5%

(listing goes on)
SMILES | VEEV TC-83 Vero | influenza NS1A | M. tuberculosis HTS | M. tuberculosis | PhoP GFP inhibition | others
COc1ccc(CN2C(=O)c3ccccc3C2OC)cc1 (stereo unspecified) | 0.6% | 2% | -7% | 44% | -5%
Cc1noc(C)c1CCC(=O)N1CCCC(CO)(Cc2ccccc2)C1 (stereo unspecified) | i | 5% | 4% | 4% | 0%
Oc1c(Br)cc(Br)cc1CN1CCN(Cc2ccccc2)CC1 | 1.2% | -4% | 68% | 5% | 0%
CN(C(=O)c1cccc(NC(=O)Cc2ccc(NC(=O)C3CCN(C(=O)C4CCCCC4)CC3)cc2)c1)C1CCCC1 | 0.3% | -19% | . | . | .
Cc1ccccc1NC(=S)N(CCN1CCCCCC1)Cc1cccs1 | i | 0% | 9% | 19% | 2%
O=C1CCCC2=C1C(c1ccccc1)n1c(s/c(=C/c3cccc(F)c3)c1=O)=N2 (stereo unspecified) | 2.5% | -1% | -8% | -12% | 0% | VEEV TC-83 Vero 10K pilot screen=2.1
Cc1ccc(F)c([C@H]2[C@H]3C=CC[C@@H](C)[C@@H]3C(=O)N2Cc2ccccc2)c1 | i | 0% | -5% | 14% | 15% | VEEV TC-83 Vero 10K pilot screen=3.4
CCOC(=O)c1sc(NC(=O)CSc2n[nH]c(-c3ccccc3)n2)c(C#N)c1C | 1.6% | 4% | 56% | ? | -3%
CCOC(=O)N1CCN(C(c2ccc(C)cc2)c2sc3nc(C)nn3c2O)CC1 (stereo unspecified) | 2.9% | -59% | 2% | 22% | 5%
O=c1c(Cl)c(N2CCN(c3ccc(F)cc3)CC2)cnn1-c1nc2ccccc2s1 | 3.3% | -5% | -3% | -2% | 0%
Cc1ccc(CNC(=O)c2cc(-c3ccccc3)nn2CC2CC(c3cccc([N+](=O)[O-])c3)=NO2)cc1 (stereo unspecified) | 0.3% | 7% | 1% | 13% | -1%
O=C(Nc1ccc(N2CCOCC2)cc1)c1cccc2c(Br)cccc12 | 1.0% | 2% | -9% | 2% | -6%
Clc1ccc(-c2nn3c(-c4ccccc4)nnc3s2)cc1 | i | -19% | -2% | 17% | .
CN(C)CCN(Cc1ccccc1)S(=O)(=O)c1ccc(-c2ccc(=O)[nH]n2)s1 | i | 4% | 6% | 7% | 2%
CC(=O)Nc1ccc(C(=O)CSc2nnc(Cn3nnc4ccccc43)n2C)cc1 | 0.1% | -6% | -2% | 1% | 12%
Cc1occc1C(=O)N1CCN(S(=O)(=O)c2ccc(F)cc2)CC1 | 1.4% | -7% | -12% | -8% | .
OCCNCC12CC3CC(CC(C3)C1)C2 | 0.2% | -8% | -10% | 0% | 3%
CC(C)c1ccc(O)c(N)c1 | 0.9% | -5% | 3% | 6% | 1%
Cc1nn(S(=O)(=O)c2ccc(Br)cc2)c(C)c1S(=O)(=O)N1CCOCC1 | 3.5% | 4% | 1% | 4% | -6%
COc1ccc(C(=O)NC(Oc2ccccc2)C(Cl)(Cl)Cl)cc1 (stereo unspecified) | 2.3% | 1% | -4% | -12% | -9%
CO/N=C(\c1nonc1N)N1CCN(c2ccc([N+](=O)[O-])cc2Cl)CC1 | 2.2% | 1% | -14% | 6% | 3%

Reprinted at random: four records from the list.
SMILES | VEEV TC-83 Vero | influenza NS1A | M. tuberculosis HTS | M. tuberculosis | PhoP GFP inhibition | others
CCOC(=O)c1sc(NC(=O)CSc2n[nH]c(-c3ccccc3)n2)c(C#N)c1C | 1.6% | 4% | 56% | ? | -3%
Cc1occc1C(=O)N1CCN(S(=O)(=O)c2ccc(F)cc2)CC1 | 1.4% | -7% | -12% | -8% | .
Cc1nn(S(=O)(=O)c2ccc(Br)cc2)c(C)c1S(=O)(=O)N1CCOCC1 | 3.5% | 4% | 1% | 4% | -6%
CC(C)c1ccc(O)c(N)c1 | 0.9% | -5% | 3% | 6% | 1%

Bioassay records deposited in PubChem BioAssay by Southern Research Specialized Biocontainment Screening Center.
